Screens (PubChem BioAssay)
NCI-60 one-dose screen, 48 h, at 10 µM unless noted. Numbers give growth in % (100 = growth as untreated, 0 = no growth, -100 = all killed).
SK-MEL-28 – SK-MEL-28 melanoma; 4.1% of 81,000 active
LOX IMVI – LOX IMVI melanoma | 7.4% of 79,000 active | AID 1794757
MDA-MB-435 – MDA-MB-435 melanoma. 7.8% of 82,000 active. AID 1794794
HS 578T – HS 578T breast cancer | 4.1% of 78,000 active | AID 1794788
T-47D – T-47D breast cancer | AID 1794792 | 5% of 79,000 active
BT-549 – BT-549 breast cancer | 4.4% of 78,000 active
SK-MEL-2 – SK-MEL-2 melanoma | 4.7% of 77,000 active
SK-MEL-5 – SK-MEL-5 melanoma. 6.4% of 80,000 active. AID 1794755
An asterisk follows results filed as active; / = no result given; & = joins results of further samples; ! = a repeat was not active. How the source made its calls: active means growth percent below 10; inactive means the rest.

SMILES	SK-MEL-28	LOX IMVI	MDA-MB-435	HS 578T	T-47D	BT-549	SK-MEL-2	SK-MEL-5
O=C(O)c1ccc(N2C(=O)c3ccccc3C2=O)cc1[N+](=O)[O-]	100&110	99&100	107&105	104&106	94&100	100&103	100&101	105&103
CCOP(=O)(OCC)c1nc(-c2ccccc2)oc1NCc1cccnc1	113	103	104	109	86	111	111	103
CCCCCCSc1nnc(-c2c(C)nc3ccc(C)cn23)o1	103	96	96	101	80	94	94	84
COC(=O)c1ccc(-n2cc(CCCOS(=O)(=O)c3ccc(C(=O)OC)cc3)nn2)cc1	107	97	105	94	96	104	101	103
O=C(c1ccc(Cl)nc1)c1cccs1	112	96	107	117	94	110	115	96
CC1(C)CCC(=S)N1	102	103	106	101	103	100	106	97
N=C(N)SCCCCCSC(=N)N	111	87	109	94	/	81	95	98
C(=C\c1c[nH]c2ccccc12)/c1ccc2ccccc2n1	107	/	93	107	68	69	86	96
CCOP(C)(=O)/C(Cc1ccc(OC)c(OC)c1)=N\O (centres undefined)	111	97	104	95	115	115	111	96
CN(C)Cc1cc(Cc2ccccc2)cc(C2CCCCC2)c1O	85	96	103	90	85	106	95	111
COc1ccc(S(=O)(=O)N2CCC(c3nc(/C=C4/C(=O)Nc5ccccc54)c4ccccn34)CC2)cc1	100	87	120	87	70	132	61	90
Cc1[nH]nc2ccc(-c3nc4cnc(N5CCN(C)CC5)cn4c3Nc3ccc(F)cc3Br)cc12	63	-10*	31	92	39	91	91	75
CC(C)(C)OC(=O)NC(CCC(N)=O)C(=O)O (centres undefined)	115	98	107	112	102	97	/	112
O=c1nc(/C=C/c2cn[nH]c2-c2ccc(Cl)cc2)cc(C(F)(F)F)[nH]1	88	75	83	81	32	48	65	87
COc1ccc2[nH]c(=O)ccc2c1	113	94	105	97	107	95	100	96
CN(C)CCCC(C#N)(c1ccccc1)c1ccccc1	108	103	105	100	107	96	105	113

Not a retest: 3 of the compounds above.
SMILES	SK-MEL-28	LOX IMVI	MDA-MB-435	HS 578T	T-47D	BT-549	SK-MEL-2	SK-MEL-5
COC(=O)c1ccc(-n2cc(CCCOS(=O)(=O)c3ccc(C(=O)OC)cc3)nn2)cc1	107	97	105	94	96	104	101	103
O=C(c1ccc(Cl)nc1)c1cccs1	112	96	107	117	94	110	115	96
CC1(C)CCC(=S)N1	102	103	106	101	103	100	106	97

Exported with each value named: part of the list above
CN(C)Cc1cc(Cc2ccccc2)cc(C2CCCCC2)c1O
  SK-MEL-28 = 85
  LOX IMVI = 96
  MDA-MB-435 = 103
  HS 578T = 90
  T-47D = 85
  BT-549 = 106
  SK-MEL-2 = 95
  SK-MEL-5 = 111
COc1ccc(S(=O)(=O)N2CCC(c3nc(/C=C4/C(=O)Nc5ccccc54)c4ccccn34)CC2)cc1
  SK-MEL-28 = 100
  LOX IMVI = 87
  MDA-MB-435 = 120
  HS 578T = 87
  T-47D = 70
  BT-549 = 132
  SK-MEL-2 = 61
  SK-MEL-5 = 90
Cc1[nH]nc2ccc(-c3nc4cnc(N5CCN(C)CC5)cn4c3Nc3ccc(F)cc3Br)cc12
  SK-MEL-28 = 63
  LOX IMVI = -10*
  MDA-MB-435 = 31
  HS 578T = 92
  T-47D = 39
  BT-549 = 91
  SK-MEL-2 = 91
  SK-MEL-5 = 75
CC(C)(C)OC(=O)NC(CCC(N)=O)C(=O)O (centres undefined)
  SK-MEL-28 = 115
  LOX IMVI = 98
  MDA-MB-435 = 107
  HS 578T = 112
  T-47D = 102
  BT-549 = 97
  SK-MEL-2 = /
  SK-MEL-5 = 112

Additional compounds:
SMILES	SK-MEL-28	LOX IMVI	MDA-MB-435	HS 578T	T-47D	BT-549	SK-MEL-2	SK-MEL-5
CSc1ccc(C)cc1	112	102	112	100	112	/	/	112
CC1=NN(c2ccccc2)C(=O)C1N=Nc1ccc(S(=O)(=O)Nc2nnc(C)s2)cc1 (centres undefined)	118	94	98	117	89	81	107	96
O=C1C=CC(=CC=C2C=CN(CCCCCCCCCCCO)C=C2)C=C1	38	19	19	36	/	-11*	34	-54*
C[C@]12CC[C@@H]3c4ccc(O)cc4CC[C@H]3[C@@H]1CC[C@@H]2NS(=O)(=O)c1cccc(F)c1	92	/	34	79	28	63	/	49
O=C(O)c1ccccc1C(=O)c1cc(O)ccc1O	102	98	98	100	91	110	96	95
C=CCn1c(C)nc2ccc(Nc3nc(Cl)nc4ccccc34)cc21	110	93	97	94	79	94	100	96
O=c1[nH]c(=S)[nH]cc1Oc1ccc(Cl)cc1	115&108	101&96	114&93	105&119	101&108	115&107	102&101	112&113
CCN(CC)C(=O)c1cccc(OC)c1OC	115	106	108	104	97	108	111	99
COc1cc(-c2nc(NC(C)=O)sc2-c2ccnc(NCCNS(=O)(=O)c3ccccc3)n2)ccc1Cl	36	32	-62*	27	42	-8.2*	-13*	1.6*
CCOC(=O)C(C(=O)OCC)(C1CCCCCC1)N1CCCCC1	104	98	/	118	110	119	101	108
CC(C)Sc1nc(-c2ccc(F)cc2)c(C#N)c(=O)[nH]1	106	97	97	106	105	124	110	100
O=C(COc1ccc(Cl)cc1)N1N=C(c2ccccc2)CC1(O)c1cc(F)c(Cl)cc1Cl (centres undefined)	130	92	116	98	128	120	100	104
COc1ccc(Cn2cc3c(c2-c2ccccc2)CCc2cnoc2-3)cc1OC	59	43	-34*	5.7*	28	46	48	10
CN(C)c1ccc2nc3ccc(N)cc3[n+](-c3ccccc3)c2c1	31&38	6.0*!	-49*	23&32	0.4*	28	58	-78*
NC(=O)NC(=O)NC(=O)c1ccccc1	106	/	110	/	99	106	95	103
CC(=O)/C=C/c1ccc(O)cc1	104	97	105	105	108	/	115	101
CCN(CC)CCCNC(=O)C(c1ccccc1)c1ccccc1	110	97	110	97	93	105	106	96
CCOC(=O)/C=C\c1ccc(OC)cc1	113	98	105	109	112	/	112	101
COc1cc(C2C=C(C)N=C3SC=CN32)cc(OC)c1OC (centres undefined)	109	98	99	103	99	106	115	106
O=C(c1ccccc1)c1nn(-c2ccccc2)/c(=N/N=Cc2cn(-c3ccccc3)nc2-c2cc3ccccc3oc2=O)s1	111	86	102	105	87	95	115	99
CC(C)(C)OC(=O)CSC#N	116	97	96	96	/	102	103	98
COc1cc(-c2nc3nc4sc(C)c(C)c4c(=O)n3[nH]2)cc(OC)c1OC	88	82	7.6*	88	57	78	80	55
CO[C@H]1NC(=O)N(S(=O)(=O)c2c(C)cc(C)cc2C)[C@@H]1OC	110	97	102	101	98	102	107	106
COc1ccc(NC2=NC(C)(CO)CS2)cc1 (centres undefined)	106	96	101	99	101	98	108	96
Cc1nc(N)[nH]c(=O)c1[N+](=O)[O-]	111	97	101	107	95	103	104	96
CCOC(=O)c1csc(NC(=O)C(C)Sc2nc3sc4c(c3c(=O)n2-c2ccc(Cl)cc2)CCCC4)n1 (centres undefined)	97	90	87	92	85	89	93	89
O=C(O)C(=Cc1c2ccccc2cc2ccccc12)C(=O)O	114	87	109	106	91	105	104	104
COc1ccc(-c2cc(-c3ccccc3)nc3nc(NC(C)=O)nn23)cc1	114	100	97	101	95	99	115	93
CC(=O)c1c(C)nc(SCC(=O)Nc2ccccc2)n1-c1ccc(Cl)cc1	108	103	94	91	93	103	102	92
C1COC2OCCOC2O1 (centres undefined)	103	94	101	96	104	112	108	/
O=C(O)COc1ccc(F)cc1	116	99	108	128	104	119	100	102
CCn1c(SCC(=O)Nc2nc3ccc(F)cc3s2)nnc1-c1cccnc1Nc1cc(OC)c(OC)c(OC)c1	129	96	101	114	82	107	119	107
O=C(N/N=C/c1ccc(O)cc1O)c1cccnc1	50	22	64	72	27	60	56	39
COC(=O)[C@H](Cc1ccccc1)NC(=O)C1(C)CCC[C@]2(C)[C@H]3C[C@H]4C(C(C)C)=C[C@]3(CC[C@@H]12)[C@@H]1C(=O)OC(=O)[C@@H]14 (some centres undefined)	97	96	101	90	86	93	100	91
CC(=O)Nc1nc(-c2n[nH]c(=S)n2-c2ccccc2)cs1	111	97	104	110	95	/	/	100
O=C1N(Cc2cccc3ccccc23)c2ccccc2C12NN=C(c1ccccc1)S2 (centres undefined)	78	43	86	69	84	72	94	65
Cc1cc(C)c(O)c(N)c1	101	103	100	110	100	88	/	82
COC(=O)c1cc(C(C)=O)ccc1O	108	100	116	/	101	103	115	100
COc1ccc(NC(=O)c2cc(-c3nc4ccccc4s3)c(=O)n(NS(=O)(=O)c3ccc(Cl)cc3)c2N)cc1	109	93	100	94	80	111	104	96
CN1CCN(c2ccc3nc(-c4c5cccccc-5[nH]c4=O)[nH]c3c2)CC1	106	64	91	87	89	104	111	88
COc1ccc2nc(-c3ccc(-n4c(=O)c5cccnc5n(-c5ccccc5)c4=O)cc3)sc2c1	119	98	102	109	93	108	117	104
Cc1ccc(C(=O)Nc2ccc(CN3CCN(C)CC3)c(C(F)(F)F)c2)cc1C#Cc1cnc2cccnn12	-97*	-94*	-98*	/	-71*	-98*	/	-99*
O=C1C(Cl)=C(Cl)C(=C2C(Cl)=C(Cl)C(=O)C(Cl)=C2Cl)C(Cl)=C1Cl	100	101	115	96	101	94	96	100
C#CCN1CCC[C@H]1C(=O)NCC(=O)OC	104	100	108	106	104	102	105	98
Cn1ccnc1C(=O)/C=C/c1ccc(NC(=O)c2ccc(S(F)(F)(F)(F)F)cc2)cc1	73	17	57	85	47	77	63	16
Cn1cnc2ncnn2c1=S	115	101	110	99	104	104	101	99
O=C(O)C1OCC2(CO1)COC(C(=O)O)OC2 (centres undefined)	102	109	108	104	116	114	117	106
COC1=C(c2ccccc2)C(=O)C(OC)=C(c2ccccc2)C1=O	117	95	94	97	61	104	101	103
COc1ccc(NC(=O)CC[C@H](NC(=O)OC(C)(C)C)C(=O)OC(C)(C)C)cc1C(=O)Nc1cccc(C2CC(=O)c3c(cc(OC)c(OC)c3OC)O2)c1 (some centres undefined)	123	/	101	86	45	81	96	60
N#Cc1c(-c2c[nH]c3ccccc23)cc(-c2c[nH]c3ccccc23)[nH]c1=O	106	84	102	97	86	99	92	95
CSc1nc(Cl)cc(-c2ccccc2)n1	121	102	/	113	106	111	125	105
CC(CCO)CC(C)(C)C (centres undefined)	114	92	105	108	92	119	97	107
CCOC(=O)C1=C(N)N(c2ccc(Cl)cc2)C2=C(C(=O)CC(C)(C)C2)C1c1cccnc1 (centres undefined)	116	88	93	84	74	90	110	95
BrC1c2cccc3cccc(c23)C1Br (centres undefined)	111	93	110	93	92	122	93	104
Cc1oc(-c2ccc(Cl)cc2)nc1C1=NN(C(=O)c2ccncc2)C(c2ccccc2)C1 (centres undefined)	90	93	96	87	97	90	97	97
C=C(C)[C@@H]1CC[C@]2(C(=O)OC)CC[C@]3(C)[C@H](CC[C@@H]4[C@@]5(C)C/C(=C/c6cccc([N+](=O)[O-])c6)C(=O)C(C)(C)[C@@H]5CC[C@]43C)[C@@H]12	97	/	101	93	93	97	94	103

Next part:
SMILES	SK-MEL-28	LOX IMVI	MDA-MB-435	HS 578T	T-47D	BT-549	SK-MEL-2	SK-MEL-5
Cn1c(=O)c2[nH]c(Cc3cccc(O)c3)nc2n(C)c1=O	104	99	108	/	109	108	104	105
Cc1cc(C)cc(OCCCN(C)C(=O)c2ccc(C#CC(C)(C)O)o2)c1	89	100	99	94	107	101	100	94
COc1ccc(OC)c(/C=C/c2nc(SC)n(-c3ccccc3)n2)c1	92	102	97	104	58	96	115	92
O=c1[nH]nc(CSc2ccccn2)c2ccccc12	106	109	95	105	98	91	113	97
Nc1ncnc2c1N=C(c1cccc(Nc3ccncc3)c1)CC(c1ccc(Cl)cc1)N2 (centres undefined)	93	64	77	71	79	110	91	73
COC1(CC[C@@H](C)COC2OC(CO)C(O)C(O)C2O)O[C@H]2C[C@H]3[C@@H]4CC=C5C[C@@H](OC6OC(CO)C(OC7OC(C)C(O)C(O)C7O)C(O)C6OC6OC(C)C(O)C(O)C6O)CC[C@]5(C)[C@H]4CC[C@]3(C)[C@H]2[C@@H]1C (some centres undefined)	-96*	-96*	-61*	/	-4.7*	-84*	-71*	-65*
O=C1N(Cc2ccccc2)C=C(S(=O)(=O)c2ccccc2)C2=NCCN12	101	101	107	90	95	96	99	97
Nc1c(C(=O)Nc2ccccn2)sc2nc3c(cc12)C(=O)CCC3	56	44	-43*	1.8*	33	54	33	17
CCn1cc(C(=O)O)c(=O)c2cc(F)c(N3CCN(C(=O)CCBr)CC3)cc21	98	99	105	92	92	101	112	99
CCOC(=O)N(N=O)C(C)c1ccccc1 (centres undefined)	102	/	109	106	89	96	111	111
O=C1/C(=C/c2ccc(Br)cc2)COc2ccc(O)cc21	98	-1.5*	76	96	81	79	107	96
N#Cc1c(-c2cccs2)cc(-c2cnccn2)nc1SCC(N)=O	98	80	95	70	95	66	100	95
CC1=CC(=O)CC(C)(C)[C@@]1(O)/C=C/C(C)=C\C(=O)O	-35*	-76*	-71*	-8.2*	-23*	-22*	-52*	-83*
COc1cc(/C=C2/Oc3cc4occc4c(OC)c3C2=O)ccc1OCC(=O)Nc1ccncc1	117	100	112	95	108	94	102	100
CCN(CC)CCCC(C)n1c2nc(=O)[nH]c(=O)c-2nc2cc(Cl)ccc21 (centres undefined)	119	82	118	111	101	107	105	86
CC(C)(C)OC(=O)NC(C(=O)O)C1=CCC=CC1 (centres undefined)	113	92	62	95	108	103	90	103
Cc1cc(=O)oc2cc(OCCCCOc3ccc(/C=C/C(=O)Nc4cccc([N+](=O)[O-])c4)cc3)ccc12	113	87	100	108	80	104	113	95
Cc1nc(-c2ccccc2)sc1CC#N	120	102	105	/	103	113	112	107
